CYP2C9 act – activators of human CYP2C9 | P11712 | recombinant CYP2C9, luciferin-H conversion, luminescence; stronger effect = higher value; factor 1 = untreated enzyme, 0 = blocked | activation factor at 5 µM | hit rate 1.4% among 96,000 | AID 1024;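 active = activation factor of 2 or more for CYP2C9 at a 5 µM dose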;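 note: 0 = sulfaphenazole-blocked wells and 1 = vehicle-only wells; values of inactives mirror those of a sister screen read the other way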
Target sequence (P11712 whole entry, looked up): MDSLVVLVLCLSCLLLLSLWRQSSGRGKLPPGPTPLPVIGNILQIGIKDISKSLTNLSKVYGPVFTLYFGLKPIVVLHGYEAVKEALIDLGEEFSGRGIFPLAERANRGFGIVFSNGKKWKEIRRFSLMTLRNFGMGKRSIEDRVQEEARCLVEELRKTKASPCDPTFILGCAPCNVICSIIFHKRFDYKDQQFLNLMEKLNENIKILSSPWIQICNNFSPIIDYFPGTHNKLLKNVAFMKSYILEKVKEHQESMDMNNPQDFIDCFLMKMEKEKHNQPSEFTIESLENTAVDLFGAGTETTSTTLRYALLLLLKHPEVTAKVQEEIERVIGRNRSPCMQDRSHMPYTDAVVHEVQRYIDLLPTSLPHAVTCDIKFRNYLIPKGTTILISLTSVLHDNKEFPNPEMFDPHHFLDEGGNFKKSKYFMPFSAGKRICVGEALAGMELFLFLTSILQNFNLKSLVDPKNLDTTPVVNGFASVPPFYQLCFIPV
Plk1 PBD FP – blocks phosphopeptide binding to human Plk1 polo box domain; hit rate 0.13% among 97,000; Plk1 PBD phosphopeptide binding, fluorescence polarization; inhibition, %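 (tested at about 20 µM)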; P53350; AID 693; in the data active = inhibition above about 34%, passing the limit was not always enough
CYP2C19 act – increases human CYP2C19 enzyme activity | P33261 | recombinant CYP2C19, luciferin-H EGE luminescence; stronger effect = higher value; 0 = fully inhibited enzyme, 1 = untreated enzyme | activation factor at 5 µM | 96,000 tested, under 10 active;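 active = activation factor of at least 2 at 5 µM in the primary screen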;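 note: 0 = wells with 2.5 mM tranylcypromine and 1 = vehicle-only wells; values of inactives mirror those of a sister screen read the other way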
CYP2C9 inh – blocks human cytochrome P450 2C9; P11712; CYP2C9 Supersomes, luciferin-H conversion, luminescence; inhibition, % at 5 µM; hit rate 20% among 96,000; AID 777;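 active = blocking of liver enzyme CYP2C9 beyond about 50% at 5 µM, limit read from the data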; note: values of inactives mirror those of a sister screen read the other way
EphB4 ephrin blk – blocks human EphB4 binding to ephrin-B2; P54760; inhibition, % at 7 µM; AID 720; hit rate 0.15% among 97,000; EphB4 LBD / TNYL-RAW-Alexa532 peptide, fluorescence polarization;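 active = inhibition above the screen-wide mean inhibition plus 3 SD, cut at about 15% in these data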;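 note: 0% = DMSO wells and 100% = excess unlabeled TNYL-RAW peptide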
CYP2C19 inhib – inhibitors of human CYP2C19; CYP2C19 Supersomes, luciferin-H EGE luminescence, 30 min; inhibition, % at 5 µM; hit rate 21% among 96,000;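 active = CYP2C19 inhibition above a set limit at 5 µM in the primary screen, cut at about 50% in these data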;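 note: plate controls were negative control wells for no effect and 2.5 mM tranylcypromine positive control for full effect; values of inactives mirror those of a sister screen read the other way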
HIV Rev-RRE inh – disrupts HIV-1 Rev binding to RRE RNA; Rev peptide-RRE RNA binding, FRET; inhibition, % at 8 µM; hit rate 0.79% among 97,000;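 active = inhibition above the screen-wide mean plus 3 SD, cut at about 35% in these data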;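 note: 0% = median DMSO wells and 100% = median Neomycin B control wells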
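System: Cy5-labelled duplex RRE RNA binding fluorescein-labelled HIV Rev peptide; Signal: fluorescein-to-Cy5 FRET, 480 nm excitation; Also added: labelled Rev peptide; Compound: one concentration, 8 µM nominal; Buffer or medium: HEPES pH 7.5 salt buffer with EDTA; Read-out: % inhibition of FRET ratio versus controls; Schedule: 5 min preincubation and 15 min binding, 25 °C.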
PLK1 kinase inh – PLK1 (human) kinase inhibition. P53350. recombinant PLK1 kinase, TR-FRET peptide phosphorylation. inhibition, % at 10 µM. hit rate 0.53% among 97,000;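 active = inhibition of 50% or more in the single-concentration screen; inactive = inhibition below 50%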;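 note: 0% = DMSO max control and 100% = H-89 dihydrochloride min control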
PLAP act – activators of human placental alkaline phosphatase | P05187 | purified PLAP enzyme, luminescent substrate read-out; stronger effect = higher value | activation fold at 20 µM | hit rate 1.2% among 96,000 | AID 696; in the data active = activation fold above about 2
Target sequence (P05187 whole entry, looked up): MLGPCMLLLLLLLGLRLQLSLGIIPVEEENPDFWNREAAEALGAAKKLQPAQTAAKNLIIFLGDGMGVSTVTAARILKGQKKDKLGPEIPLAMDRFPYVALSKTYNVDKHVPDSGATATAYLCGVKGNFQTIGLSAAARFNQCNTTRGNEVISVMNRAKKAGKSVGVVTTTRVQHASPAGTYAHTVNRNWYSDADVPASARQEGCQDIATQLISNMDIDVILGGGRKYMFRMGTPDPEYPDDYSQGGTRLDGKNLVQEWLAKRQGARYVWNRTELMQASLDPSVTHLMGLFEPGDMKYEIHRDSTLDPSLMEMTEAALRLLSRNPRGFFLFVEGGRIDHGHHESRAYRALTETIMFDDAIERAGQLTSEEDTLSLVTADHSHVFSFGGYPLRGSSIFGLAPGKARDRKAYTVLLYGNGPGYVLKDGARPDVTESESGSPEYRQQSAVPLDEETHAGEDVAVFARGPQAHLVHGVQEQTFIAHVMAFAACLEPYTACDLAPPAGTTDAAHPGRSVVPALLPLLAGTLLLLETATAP
* hit, by the source's call; . = not tested or not shown; [ ] = dose if it differs, or a comment. Compounds were not picked by outcome, and some 29% of all compounds hit somewhere here.

SMILES	CYP2C9 act	Plk1 PBD FP	CYP2C19 act	CYP2C9 inh	EphB4 ephrin blk	CYP2C19 inhib	HIV Rev-RRE inh	PLK1 kinase inh	PLAP act
Cc1ccc(NC(=O)N(Cc2ccco2)C(C)c2ccco2)cc1C (stereo unspecified)	0.7	7	0.7	30	-5	34	6	-15	1.1
NC(=O)C1(N2CCCCC2)CCN(C(=O)CCCn2c(=O)[nH]c3ccsc3c2=O)CC1	0.7	6	1	30	.	-2	.	-6	1.3
CC(=NCCc1ccccc1)C1=C(O)CCC1=O	1.1	18	0.8	-7	-3	15	7	-6	0.9
CC(=O)c1cccc(NC(=O)N2CCCC2C(=O)NCc2ccc(F)cc2)c1 (stereo unspecified)	1	-2	0.6	5	3	37	5	-7	1.1
CCOC(=O)CNC(=O)CSc1nnc(-c2ccccc2OC)n1CC	1	23	1	4	0	2	6	-5	1.1
COC(=O)c1sccc1NC(=S)N1CCC(C)CC1	0.8	-11	0.8	21	4	21	4	4	0.8
CN(C)c1ccc(N=Cc2nc(-c3ccccc3)oc2O)cc1	0.7	-36	0.5	31	4	50*	69*[fluorescence artefact?]	-8	1.1
CCNc1nc(OCCNS(=O)(=O)c2cc(C)ccc2C)nc(N(C)C)n1	0.8	-13	0.4	18	-8	58*	3	-12	1.1
O=C(COC(=O)c1ccccc1OCc1ccccc1Cl)NC1CC1	0.5	-14	0.5	45	-4	53*	10	-6	0.8
COc1ccc(NC(=O)NC(C)(C(F)(F)F)C(F)(F)F)cc1	0.9	2	0.6	9	-5	38	4	-8	1
COc1cc(C2C(C#N)=C(N)Oc3cc(C)oc(=O)c32)cc2c1OCO2 (stereo unspecified)	0.5	-4	0.8	54*	-8	20	7	-5	1.5
CC(C)CNC(=O)c1coc(=O)c(Br)c1	0.6	-44	1.1	37	-11	-14	6	-2	1
CN(CC(=O)N1CCc2ccccc21)S(=O)(=O)c1ccc(Br)s1	1.2	12	0.1	-23	5	94*	9	-10	1.2
Oc1cccc(C=NCc2ccccc2)c1	1	23	0.9	-3	-2	6	5	-9	0.8
Cc1nn(CC(=O)Nc2ccc3c(c2)nc(CCN2CCCCC2)n3C)c(=O)c2ccccc12	1.1	9	1	-14	0	-2	5	-10	1.8
COc1cccc(C(=O)N/N=C/c2ccc(OC3CSC3)cc2)c1	0.8	-23	0.9	18	-3	8	2	-17	0.9
O=C(Nc1cccc(NC(=O)c2ccco2)c1)c1ccc2c(c1)OCO2	0.7	10	0.5	30	5	50*	6	-4	1
COc1ccc(C(=O)N2CC=C(c3ccccc3)CC2)cc1S(=O)(=O)N1CCOCC1	0.2	3	0.1	81*	-1	86*	0	-5	1.4
Cc1noc(C)c1C(=O)Nc1sc(C)c(-c2ccccc2)c1C#N	0.2	-28	0.4	76*	-1	62*	-3	2	1.4
COc1cccc(N2C(=O)CC(c3c[nH]c4ccccc34)C2=O)c1 (stereo unspecified)	0.7	16	0.1	34	-1	89*	7	-16	1.2
CCCCc1ccc(NC(=O)CSCc2cc(=O)[nH][nH]2)cc1	0.8	2	0.8	16	-4	23	1	-1	2.3*
CC1Cc2nc(SCC(=O)N3CCN(c4ccccc4)CC3)n(CCc3ccccc3)c(=O)c2S1 (stereo unspecified)	0.2	-2	0.7	76*	4	31	0	-11	1.5
CN1C(=O)c2ccccc2C(C(=O)NCC2CCCO2)C1c1c[nH]c2ccccc12 (stereo unspecified)	1.2	-22	1.2	-22	0	-20	6	0	1
CCOC(=O)c1nn(-c2ccccc2C)c(=O)c(C#N)c1C	0.9	-16	0.4	8	4	65*	-1	-8	0.8
CCC(CC)NC(=O)C1CCN(S(=O)(=O)c2cccs2)CC1	0.6	8	0.8	41	-3	24	7	-12	1.6
SMILES	CYP2C9 act	Plk1 PBD FP	CYP2C19 act	CYP2C9 inh	EphB4 ephrin blk	CYP2C19 inhib	HIV Rev-RRE inh	PLK1 kinase inh	PLAP act
CN/S(=N/S(=O)(=O)c1ccccc1)c1ccc(C)cc1 (stereo unspecified)	0.7	.	0.2	26	.	76*	.	.	0.9
CCCNS(=O)(=O)c1ccc(CCC(=O)N2CCN(CC)CC2)cc1	1.1	-9	1.1	-8	7	-15	9	-5	1.7
O=C(CNC(=O)c1cc2c(s1)CCC2)Nc1ccccc1Br	0.7	-16	0.9	30	-5	7	2	-10	1
Cc1nn(Cc2ccccc2)c(C)c1NC(=O)CSc1nc2sc3c(c2c(=O)n1C)CCC3	.	-8	.	.	1	.	1	-14	.
O=C(NC1CC1)c1ccc(CS(=O)(=O)c2c(Cl)cccc2Cl)o1	1.4	18	1	-42	-7	2	3	6	1
O=C(Nc1ccc(Cl)cc1)N1CCSc2ccccc21	0.7	-15	0.9	30	5	14	0	-15	1.1
Cc1nc2ccccc2c(=O)n1/N=C/c1c(O)ccc2oc3c(c12)CCCC3	0.2	1	0.9	77*	4	13	1	-3	1.8
O=C(CSc1nnnn1C1CCCC1)Nc1ccc2c(c1)OCCO2	0.4	21	0.3	62*	-3	68*	3	-7	0.7
O/N=C1\CC(O)Cc2nonc21 (stereo unspecified)	1	11	1.1	2	6	-8	6	1	0.9
O=C(NCC(c1cccnc1)N1CCN(c2ccc(F)cc2)CC1)C1CCCCC1 (stereo unspecified)	0.8	-31	0.6	22	3	36	-4	-15	1.1
CC(NC(=O)c1ccc(Cl)cc1)C(=O)NC1=NCCS1 (stereo unspecified)	0.9	-4	0.6	6	-4	43	0	5	1.1
Cc1c(C(=O)Nc2ccccn2)oc2ccccc12	0.7	.	0.7	30	.	34	.	.	0.9
CCCCc1nnc(NC(=O)CS(=O)(=O)Cc2ccccc2)s1	0.6	-3	0.9	45	6	8	5	-2	1
Cc1ccccc1S(=O)(=O)c1c(C)cc(C)n(C(C)C)c1=O	0.9	-18	0.5	7	4	47	10	-5	1.1
COc1ccc(NC(=O)c2nnn(Cc3ccc(SC)cc3)c2N)c(OC)c1	2.5*	-8	1	-147	-9	5	-1	-5	0.7
CC1(C)CC(=O)C(C(=S)Nc2ccccc2)=C(NCCN2CCOCC2)C1	1	-24	0.9	1	1	12	5	-7	1
COC(=O)c1[nH]c2cccc(OC)c2c1NC(=O)CCN1CCC(C)CC1	1	-31	1	-4	-5	-1	8	-3	1.7
CCOc1ccccc1N1CCN(C(=O)c2cc[n+]([O-])cc2)CC1	1.1	9	0.2	-6	-14	80*	-4	-1	1.2
C=CCOc1ccc(CNC(C)(C)C)cc1OC	0.9	-4	0.7	11	0	25	2	-7	1
CCOc1ccc(NC(=O)c2ccc(F)c(S(=O)(=O)N3CCN(c4ccccn4)CC3)c2)cc1	1	-7	1	4	4	0	2	-7	1
CCCCCOC(=O)C1C2C=CC3(CN(c4ccccc4C)C(=O)C13)O2 (stereo unspecified)	0.9	-18	0.9	8	-3	14	-2	2	1.4
N#Cc1ccccc1NC(=O)CNc1ccccc1N1CCCCC1	0.6	12	0.8	37	-3	18	5	-9	0.8
CCSc1nnc2c(n1)[nH]c1c(C)cccc12	0.8	14	0.8	20	2	18	8	7	0.8
CCC(c1nnnn1CCc1ccccc1)N1CCN(C(=O)c2ccco2)CC1 (stereo unspecified)	0.9	-17	0.9	12	9	6	8	4	1.3
COc1ccc(CNC(=O)C2CSCCS2)cc1 (stereo unspecified)	1.3	-14	0.7	-28	-1	35	4	-11	0.9

Shown as a hit in CYP2C9 act, among the entries above:
SMILES	CYP2C9 act	Plk1 PBD FP	CYP2C19 act	CYP2C9 inh	EphB4 ephrin blk	CYP2C19 inhib	HIV Rev-RRE inh	PLK1 kinase inh	PLAP act
COc1ccc(NC(=O)c2nnn(Cc3ccc(SC)cc3)c2N)c(OC)c1	2.5*	-8	1	-147	-9	5	-1	-5	0.7

(further entries)
SMILES	CYP2C9 act	Plk1 PBD FP	CYP2C19 act	CYP2C9 inh	EphB4 ephrin blk	CYP2C19 inhib	HIV Rev-RRE inh	PLK1 kinase inh	PLAP act
Cc1ccnc(NC(=O)c2cc(-n3cnnc3)ccc2Cl)c1	.	2	.	.	2	.	5	-4	.
CCOC(=O)c1cnc2cc(-c3ccc(C(C)(C)C)cc3)nn2c1N	0.7	16	0.6	30	-4	36	17	-4	0.8
COc1cccc(N(C(=O)c2ccco2)C(C(=O)NC2CCCC2)c2cccnc2)c1 (stereo unspecified)	0.3	-5	0.3	65*	-11	67*	6	-3	1.7
Cc1cc(C#N)c2ccccc2n1	1.1	7	1	-9	-6	4	3	-5	1
COc1cccc(/C=N/n2c(-c3ccco3)nc3ccccc3c2=O)c1	.	-12	.	.	-6	.	-1	-17	.
Cc1nnc(Sc2nc3c(c(=O)[nH]c(=O)n3C)n2CCCc2ccccc2)s1	0.4	-3	0.7	60*	1	27	3	-3	1.9
CCNC(=O)CN(Cc1ccccc1)S(=O)(=O)c1ccccc1	0.6	10	0.6	38	2	42	7	-6	0.9

Structural class: the entries above containing a halogen.
SMILES	CYP2C9 act	Plk1 PBD FP	CYP2C19 act	CYP2C9 inh	EphB4 ephrin blk	CYP2C19 inhib	HIV Rev-RRE inh	PLK1 kinase inh	PLAP act
CC(=O)c1cccc(NC(=O)N2CCCC2C(=O)NCc2ccc(F)cc2)c1 (stereo unspecified)	1	-2	0.6	5	3	37	5	-7	1.1
O=C(COC(=O)c1ccccc1OCc1ccccc1Cl)NC1CC1	0.5	-14	0.5	45	-4	53*	10	-6	0.8
COc1ccc(NC(=O)NC(C)(C(F)(F)F)C(F)(F)F)cc1	0.9	2	0.6	9	-5	38	4	-8	1
CC(C)CNC(=O)c1coc(=O)c(Br)c1	0.6	-44	1.1	37	-11	-14	6	-2	1
CN(CC(=O)N1CCc2ccccc21)S(=O)(=O)c1ccc(Br)s1	1.2	12	0.1	-23	5	94*	9	-10	1.2
O=C(CNC(=O)c1cc2c(s1)CCC2)Nc1ccccc1Br	0.7	-16	0.9	30	-5	7	2	-10	1
O=C(NC1CC1)c1ccc(CS(=O)(=O)c2c(Cl)cccc2Cl)o1	1.4	18	1	-42	-7	2	3	6	1
O=C(Nc1ccc(Cl)cc1)N1CCSc2ccccc21	0.7	-15	0.9	30	5	14	0	-15	1.1
O=C(NCC(c1cccnc1)N1CCN(c2ccc(F)cc2)CC1)C1CCCCC1 (stereo unspecified)	0.8	-31	0.6	22	3	36	-4	-15	1.1
CC(NC(=O)c1ccc(Cl)cc1)C(=O)NC1=NCCS1 (stereo unspecified)	0.9	-4	0.6	6	-4	43	0	5	1.1
CCOc1ccc(NC(=O)c2ccc(F)c(S(=O)(=O)N3CCN(c4ccccn4)CC3)c2)cc1	1	-7	1	4	4	0	2	-7	1
Cc1ccnc(NC(=O)c2cc(-n3cnnc3)ccc2Cl)c1	.	2	.	.	2	.	5	-4	.
